Compound activity: PubChem BioAssay, Southern Research Specialized Biocontainment Screening Center
tuberculosis growth: growth inhibition of non-replicating M. tuberculosis (AID 488890); one-dose inhibition, % at 25 µM; IC50 in µM for titrated hits; 0.39% of 320,000 active; Mycobacterium tuberculosis non-replicating, growth inhibition; higher % means a stronger effect; in the data active means a potency from the dose series; inconclusive means inhibition mostly from about 82% at the one dose, without a potency; inactive means the rest, 99 in 100 with inhibition below about 76%;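 further: plate controls were DMSO cells for no effect and high antibiotic wells for full effect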
M. tuberculosis HTS: M. tuberculosis growth inhibition, HTS (AID 449762); inhibition, % at 25 µM; hits with a dose series show IC50 in µM; M. tuberculosis H37Rv growth inhibition, 7H9 media; higher % means a stronger effect; 0.59% of 330,000 active; in the data active means a potency from the dose series; inconclusive means inhibition above about 70% without an active follow-up result;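 further: bacterial growth assessed after seven days of incubation; strong numbers were not always called active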
PhoP GFP inhibition: PhoP regulon inhibitors, Salmonella typhi PhoP promoter GFP reporter, confirmatory (AID 1850); 0.33% of 310,000 active; Salmonella Typhi PhoP-promoter GFP reporter, fluorescence, 4 h; higher % means a stronger effect; one-dose inhibition, % at 50 µM; IC50 in µM for titrated hits; in the data active means a potency from the dose series; inconclusive means inhibition mostly from about 25% at the one dose, without a potency; inactive means the rest, 99 in 100 with inhibition below about 19%;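 further: 0% = induced wells with vehicle and 100% = uninduced wells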
inhibitors of VEEV: inhibitors of VEEV TC-83 cytopathic effect, confirmation, Vero cells (AID 588727); Vero cells, VEEV TC-83 cytopathic effect inhibition; higher % means a stronger effect; inhibition, % at 20 µM; hits with a dose series show IC50 in µM; 0.13% of 350,000 active; in the data active means a potency from the dose series; inconclusive means inhibition mostly from about 14% at the one dose, without a potency; inactive means the rest, 99 in 100 with inhibition below about 12%; further: strong numbers were not always called active
H1N1 NS1A inhibition: H1N1 influenza NS1A inhibitors, functional cell based assay (AID 504329); 0.3% of 340,000 active; inhibition, % at 12.5 µM; hits with a dose series show IC50 in µM; NS1A functional cell-based assay, percent inhibition; higher % means a stronger effect; in the data active means a potency from the dose series; inconclusive means inhibition above about 27% without an active follow-up result; further: strong numbers were not always called active
inhibitors of VEEV 10K pilot screen: recorded beside inhibitors of VEEV, whose call it bears; inhibition, %; measured here: 10K pilot screen inhibition
An asterisk follows results filed as active; i = inactive; ? = inconclusive; . = not tested or not shown.

SMILES	tuberculosis growth	M. tuberculosis HTS	PhoP GFP inhibition	inhibitors of VEEV	H1N1 NS1A inhibition	others
CCN(CC)CCCN(C)C(=O)Cn1nc(Cc2ccncc2)c2ccccc2c1=O	-7%	1%	-3%	0.2%	-3%
Cc1cc(C)cc(NC(=O)CN2CCN(C(=O)c3cccs3)CC2)c1	8%	-6%	.	4.9%	4%
NC(=O)COC(=O)c1cc(=O)[nH]c2ccc(S(=O)(=O)Nc3ccc(F)cc3)cc12	-1%	-1%	-19%	1.4%	3%
CCC(C)(C)n1nnnc1C(c1ccccc1)N1CCN(C2CCCC2)CC1 (configuration not stated)	7%	4%	0%	0.6%	0%
O=C(O)CSc1nnc(-c2ccc(Cl)cc2Cl)n1-c1ccccc1	6%	5%	-4%	0.1%	-20%
COc1cc(C=O)ccc1Oc1nnnn1-c1ccc(C(N)=O)cc1	.	.	-6%	3.4%	5%
CCc1ccccc1NC(=O)c1cnc2n(c1=O)CCS2	.	6%	9%	0.7%	0%
O=C(CCc1ccccc1)Nc1cc(Cl)ccc1O	56%	8%	-2%	4.8%	3%
O=C(Nc1ccc(N2CCOCC2)cc1)C1CCN(S(=O)(=O)c2ccc3c(c2)OCCO3)CC1	-8%	-4%	7%	0.1%	-5%
CCC(=O)c1ccc(OCC(O)CN2CCN(C(c3ccccc3)c3ccccc3)CC2)cc1 (configuration not stated)	.	.	-3%	i	36%
O=C(CN1C(=O)C2CCCCC2C1=O)Nc1ccc(OC(F)F)c(Cl)c1 (configuration not stated)	-5%	-7%	.	1.9%	-6%
CC(C)N(C)CCOC(=O)c1ccccc1Cl	0%	3%	-3%	0.6%	20%
O=C(COc1ccc(Cl)cc1)NCC(=O)N1CCC2(CC1)NCCc1[nH]cnc12	-11%	-5%	-2%	0.1%	-12%
O=C(NC(NC(=S)Nc1cccc(Cl)c1)C(Cl)(Cl)Cl)OCc1ccccc1 (configuration not stated)	27%	-7%	1%	4.2%	-4%
Cc1ccc2c(c1)N(CC(=O)N1CCc3ccccc3C1)C(=O)CO2	-4%	0%	-12%	2.0%	-1%
O=C(NCc1ccc(F)cc1F)c1cc(COc2c(F)cccc2F)on1	18%	-1%	7%	0.5%	1%
O=C1C2CC=C(Cl)CC2C(=O)N1CCc1ccccc1 (configuration not stated)	-1%	-3%	3%	2.9%	-5%	inhibitors of VEEV 10K pilot screen=1.6
Cc1ccc(OCC(=O)N2CCN(C)CC2)c(Br)c1	-2%	-2%	20%	0.9%	-6%
O=C(O)C1CCN(C(=O)c2cc(F)cc3c2OCOC3)CC1	-7%	8%	-5%	25%	.
CC(=O)c1c(C)oc2ccc(NS(=O)(=O)c3ccc(F)cc3C)cc12	-3%	10%	-3%	0.2%	-2%
CCCC(NC(=O)CNC(=O)C(C)(C)C)C(=O)O (configuration not stated)	-3%	-4%	-12%	1.4%	5%
CC(C)=CC(=O)OCC(=O)Nc1ccc(F)cc1Cl	-6%	-4%	15%	i	-9%
Clc1ccc(Cl)c(OCCCCN2CCCCC2)c1	5%	-8%	-1%	i	-33%
COC(=O)Cc1c(C)nc2nc(-c3ccc(OC)cc3)[nH]n2c1=O	6%	-1%	4%	0.7%	1%
O=C(O)C1CCN(c2ccc([N+](=O)[O-])cc2[N+](=O)[O-])CC1	-1%	2%	5%	i	-4%
COCCn1c(SCC(=O)Nc2sccc2C(N)=O)nnc1-c1ccncc1	10%	0%	2%	0.6%	-4%
O=C(CN1CCN(Cc2cccc(Cl)c2)C1=O)NCc1ccccn1	1%	-9%	-1%	1.6%	31%
CCOc1cc(C(c2c(C)[nH][nH]c2=O)c2c(C)[nH][nH]c2=O)cc(Br)c1OC	-3%	5%	-3%	1.6%	1%
COC(=O)C1=C(c2ccc(F)cc2OCc2ccccc2)C[C@@H]2CC[C@H]1N2C(=O)NCc1ccc(C(C)(C)C)cc1	-5%	10%	.	i	-4%	inhibitors of VEEV 10K pilot screen=0.8
COc1ccccc1Nc1ccc2c(O)cc(S(=O)(=O)O)cc2c1	.	.	.	2.5%	9%
C/C(=N\NS(=O)(=O)c1ccc(Br)cc1)c1ccc(-n2ccnc2)cc1	4%	-1%	.	2.0%	-6%
c1coc(CNc2c3c(nc4ncnn24)CCCC3)c1	-9%	-7%	-11%	1.2%	3%
CC(NCc1cccs1)c1ccccc1 (configuration not stated)	5%	1%	-7%	1.2%	3%
O=C(NCc1ccncc1)C(=O)NCC1OCCN1S(=O)(=O)c1ccc(Cl)cc1 (configuration not stated)	-7%	-1%	-8%	i	0%
CCCCC(=O)Nc1ccc(C(=O)Nc2cccnc2)cc1	2%	-3%	-9%	2.5%	5%	inhibitors of VEEV 10K pilot screen=0.9
O=C(CN1CCOCC1)Nc1ccc(Cl)cc1	-10%	2%	1%	0.4%	7%
COCCNC(=O)c1ccccc1NC(=O)c1ccccc1N(C)S(C)(=O)=O	-21%	-1%	-2%	0.3%	-5%
Cc1cccc(N2CCN(C(=O)c3cc4c(=O)[nH]c5ccccc5c4n3C)CC2)c1C	8%	58%	5%	2.5%	5%
CC1(C)N=C2C(=[N+]1[O-])CCC/C2=N\O	-5%	-10%	-3%	1.1%	-1%	inhibitors of VEEV 10K pilot screen=4.3
Cc1ccc(S(=O)(=O)Nc2cccc3ncccc23)cc1	.	1%	5%	0.1%	-4%
O=C(N/N=C/c1ccccc1F)c1csc2c1CCCC2	-14%	2%	4%	0.9%	-1%
O=C(O)c1ccc(-n2cccn2)c([N+](=O)[O-])c1	5%	-1%	-4%	i	-16%
Cc1cc(C(=O)CCC(=O)N2CCN(c3ccccc3F)CC2)c(C)s1	19%	4%	1%	0.6%	-12%
CC1(C)COC2(OC1)C(=O)N(CN1CCOCC1)c1ccccc12	-3%	1%	7%	3.9%	-6%
Cc1ccn2c(NCc3ccccc3)c(-c3cccs3)nc2c1	?	37%	6%	0.3%	11%
Cc1cc(C)n(CCCNC(=O)C(C)(C)Oc2ccc(Cl)cc2)n1	46%	-6%	.	i	-1%
COc1ccc(C(=O)N/C(=C\c2ccco2)C(=O)OCc2ccco2)cc1	21%	-15%	-2%	9.3%	4%
Cc1ccc(C)n1-c1ccc(C(=O)NN)cc1	-3%	-4%	-4%	1.3%	-2%
CCCCn1c(Cn2nc(C(=O)O)c3ccccc3c2=O)nc2cc(S(N)(=O)=O)ccc21	-13%	0%	1%	0.2%	4%
CCNc1nc2[nH]c(=O)c3c(c2s1)OC(N)=C(C#N)C3c1cccs1 (configuration not stated)	-5%	1%	9%	5.6%	6%
Cc1cc(C)cc(-n2c(C)cc(/C=N/NC(=O)c3ccncc3)c2C)c1	72%	?	7%	i	-4%
O=C(O)Cc1ccc(NC(=O)c2cnccn2)cc1	-7%	-3%	7%	0.7%	-16%
Cc1ccc(C(=O)Nc2ccc(CC(=O)O)cc2)o1	-17%	-16%	1%	1.1%	0%	inhibitors of VEEV 10K pilot screen=0.5
O=C(c1cc(Cl)ccc1Cl)N1CCN(Cc2ccccc2)CC1	1%	2%	-5%	0.1%	-22%
CCOC(=O)N1CCN(CC(O)COCC2=CCC3CC2C3(C)C)CC1 (configuration not stated)	11%	15%	-1%	0.0%	1%
Cc1cc(NC(=O)CCC(=O)N(c2ccccc2)C(C(=O)NC2CCCC2)c2ccccc2C)no1 (configuration not stated)	8%	0%	11%	1.0%	-5%
C/C(=N\N1CCN(C)CC1)c1ccc(OC(F)F)cc1	-3%	4%	-10%	i	-5%
O=C(CS(=O)(=O)c1cn(Cc2cccc(F)c2)c2ccccc12)N1CCCCC1	-11%	-9%	-1%	0.2%	3%
COc1ccc(/C=N/Nc2ccc([N+](=O)[O-])cc2S(=O)(=O)N2CCN(C)CC2)cc1	-9%	2%	-2%	2.0%	-5%	inhibitors of VEEV 10K pilot screen=2.8
COC(CNC(=O)CCc1c(C)nc2c(-c3ccc(F)cc3)c(C)nn2c1C)OC	15%	7%	-9%	3.9%	4%

Next entries.
SMILES	tuberculosis growth	M. tuberculosis HTS	PhoP GFP inhibition	inhibitors of VEEV	H1N1 NS1A inhibition	others
NC(=O)Cc1c[nH]c2cccc(O)c12	-18%	6%	-1%	1.6%	7%
COc1ccc(C2=NO[C@H]3C[C@](C(=O)NC(C)C)(S(=O)(=O)c4ccccc4)C[C@@H]23)cc1	-4%	-2%	3%	i	0%
NC(=S)NN=Cc1ccc(-c2ccc(S(=O)(=O)Nc3ncccn3)cc2)o1	-6%	-2%	.	0.9%	6%
Cc1ccc(/C=C/C(=O)NCc2cccs2)c(C)c1	52%	-1%	6%	1.6%	-1%
CC(=O)Nc1ccc(C(=O)OCC(=O)Nc2ccc(S(=O)(=O)N3CCOCC3)cc2)cc1	16%	-8%	.	i	-14%
CCCC(=O)Nc1ccc(-c2csc(N/N=C\c3ccncc3)n2)cc1	11%	10%	-3%	?	-9%
O=C(COc1ccccc1)Nc1ccc(S(=O)(=O)Nc2ncccn2)cc1	21%	-1%	6%	0.8%	-9%
CC1CCCCC12NC(=O)N(CC(=O)Nc1ccccc1N1CCOCC1)C2=O (configuration not stated)	-7%	4%	7%	1.0%	1%
COc1ccc(C(=O)Nc2ccc(N3CCCC3)cc2)cc1	77%	-1%	-1%	0.0%	7%
NC(=S)NNC(=O)c1ccccc1	-7%	-10%	0%	1.6%	2%
O=C(COC(=O)C1=COCCO1)Nc1ccc([N+](=O)[O-])cc1C(F)(F)F	4%	43%	.	1.3%	-4%
O=C1C2CC=C(Cl)CC2C(=O)N1CNc1ccccn1 (configuration not stated)	-1%	-5%	-3%	0.5%	3%
N#C/C(=C\c1cccnc1)C(=O)Nc1ccc(SC(F)F)cc1	15%	10%	4%	0.5%	-2%
COC(=O)C1=C(c2ccc(F)cc2F)C[C@@H]2CC[C@H]1N2C(=O)N1CCC(O)(c2ccc(Cl)cc2)CC1	32%	5%	.	6.1%	-5%
COc1ccc(S(=O)(=O)CCC(=O)Nc2c(C)cccc2C)cc1	1%	4%	5%	0.9%	1%
O=C(Nc1cccc(Cl)c1)Nc1ccc2c(c1)OCO2	6%	0%	6%	5.4%	3%
CCC1(CC)NC(=O)N(CC(=O)Nc2cccc3ccccc23)C1=O	-6%	-4%	.	1.0%	-5%
Cc1ccccc1-n1c(-c2cccnc2)n[nH]c1=S	8%	-8%	-1%	1.6%	8%
Cc1nn(C)cc1CN(C)C(=O)CC12CC3CC(CC(C3)C1)C2	-3%	1%	0%	i	0%
CCn1c(CNc2ccc(OC)cc2)nnc1SCC(=O)c1ccc(OC)cc1	38%	-4%	-6%	2.4%	1%
O=C(COc1ccccc1Cl)N1CCCC1	?	15%	-12%	4.8%	-2%
Cc1[nH]c(=O)[nH]c(=O)c1/C=N/NC(=O)[C@H](C)N	-12%	-4%	3%	i	22%
CCN(CC(=O)NCc1cccs1)C(=O)c1cccc(S(=O)(=O)N(C)C)c1	-4%	2%	.	0.3%	-8%
OCCN1CCN(Cc2cc(Br)cc(Br)c2O)CC1	-13%	-1%	-13%	3.5%	-4%
Cc1cnc(NC(=O)CN2CCN(c3ccccc3F)CC2)s1	21%	2%	12%	6.7%	2%
Cc1ccc(C(=O)NCCCNC(=O)c2ccccc2F)cn1	1%	-6%	5%	0.2%	2%
CS(=O)(=O)c1ccc(Cl)c(NC(=O)COC(=O)/C=C/c2cnc3ccccc3n2)c1	0%	2%	5%	0.4%	-10%
O=C(COc1ccccc1)Nc1ccc(Cl)cc1Cl	72%	7%	8%	.	.
OCC#CCSc1nnc(-c2ccccc2Br)o1	?	-1%	-19%	0.3%	0%
O=C(Nc1cc(C(F)(F)F)ccc1N1CCOCC1)c1ccc(Cl)nc1	23%	9%	-12%	8.9%	-3%
CN(C)c1nc(N(C)C)nc(N2CC(=O)N(c3ccccc3)C2=N)n1	1%	-3%	-8%	2.0%	-8%
CCC(C)NS(=O)(=O)c1ccc(-c2csnn2)s1 (configuration not stated)	-13%	0%	-15%	i	8%

By substructure, the entries above with a nitro group on carbon
SMILES	tuberculosis growth	M. tuberculosis HTS	PhoP GFP inhibition	inhibitors of VEEV	H1N1 NS1A inhibition	others
O=C(O)C1CCN(c2ccc([N+](=O)[O-])cc2[N+](=O)[O-])CC1	-1%	2%	5%	i	-4%
O=C(O)c1ccc(-n2cccn2)c([N+](=O)[O-])c1	5%	-1%	-4%	i	-16%
COc1ccc(/C=N/Nc2ccc([N+](=O)[O-])cc2S(=O)(=O)N2CCN(C)CC2)cc1	-9%	2%	-2%	2.0%	-5%	inhibitors of VEEV 10K pilot screen=2.8
O=C(COC(=O)C1=COCCO1)Nc1ccc([N+](=O)[O-])cc1C(F)(F)F	4%	43%	.	1.3%	-4%
